Screening data: PubChem, several laboratories
Yfh1-off respiration: mitochondrial function rescue without frataxin homolog – Friedreich's ataxia, plus single-dose screen, dose response (AID 1465) | S. cerevisiae Yfh1-off respiration, WST-1 reduction, 72 h; higher fold induction means a stronger effect | one-dose fold induction at 50 µM; EC50 in µM for titrated hits | 220,000 tested, 0.074% active;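 active = fold induction of absorbance versus untreated yeast above a set limit, then at least 30% activation at any dose in follow-up; inconclusive = repeats straddling the limit, or above it without dose testing; inactive = fold induction below the set limit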;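 note: activators that raise dye reduction in frataxin-depleted yeast; strong numbers were not always called active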
CSM14.1 death rescue: rescue of cells from ER stress-induced death, primary screen, 384-well, CSM14.1, thapsigargin, ATP luminescence (AID 1222) | CSM14.1 thapsigargin-induced death rescue, ATP luminescence; higher % means a stronger effect | 190,000 tested, under 10 active | cellular ATP content (survival), % at 20 µM, or EC50 in µM where a hit was titrated;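 active = EC50 below 50 µM in the dose-response confirmation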;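 note: death triggered by thapsigargin at about 15 µM added after 2 h compound pretreatment; cell ATP read after overnight thapsigargin exposure of roughly 18 to 22 hours; normalized against plate controls of thapsigargin alone and 5% DMSO vehicle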
UTI89 phage lysis: inhibition of K1F phage lysis, E. coli UTI89, bacterial capsule biogenesis inhibitors, alamar blue (AID 488966) | one-dose inhibition, % at 100 µM; IC50 in µM for titrated hits | E. coli UTI89 K1F phage lysis, alamar blue, 2 h; higher % means a stronger effect | 340,000 tested, 0.02% active;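 active = phage lysis inhibition, versus mean bacterial control, above a set limit; inconclusive = no clear call, values can overlap the other calls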;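 note: capsule biogenesis inhibitors block K1F phage lysis so surviving cells raise fluorescence; higher fluorescence means more inhibition of phage lysis; actives were called in the ten point dose series up to 300 µM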
Dengue-2 NS5 capping: Dengue-2 NS5 methyltransferase inhibitors, primary screen, biochemical, confirmation dose response (AID 588689). Dengue-2 NS5 methyltransferase capping enzyme assay, biochemical; higher % means a stronger effect. inhibition, % at 25 µM, or IC50 in µM where a hit was titrated. 340,000 tested, 0.3% active; in the data active = a potency from the dose series; inconclusive = inhibition above about 29% without an active follow-up result
Large T inhibition: TAg ATPase/helicase activity blockers – biochemical (AID 1903); inhibition, % at 20 µM; hits with a dose series show IC50 in µM; SV40 large T antigen ATPase/helicase inhibition assay; higher % means a stronger effect; 310,000 tested, 0.39% active; in the data active = a potency from the dose series; inconclusive = inhibition mostly from about 32% at the one dose, without a potency; inactive = the rest, 99 in 100 with inhibition below about 32%; note: strong numbers were not always called active
West Nile virus CPE: inhibition of WNV-induced cytopathic effect – cell-based, CPE readout (AID 1621) | West Nile virus-infected cells, CPE inhibition; higher % means a stronger effect | one-dose CPE inhibition, % at 10 µM; IC50 in µM for titrated hits | 290,000 tested, 0.02% active; in the data active = a potency from the dose series; inconclusive = CPE inhibition mostly from about 3.7% at the one dose, without a potency; inactive = the rest, 99 in 100 with CPE inhibition below about 2.2%; note: strong numbers were not always called active
XIAP displacement: XIAP antagonists, biochemical, IAP family, fluorescence polarization (AID 1018) | XIAP BIR domain, fluorescence polarization peptide displacement; higher % means a stronger effect | displacement, % at 20 µM; hits with a dose series show IC50 in µM | 200,000 tested, 0.007% active; in the data active = displacement above about 50%; note: a part of the inactive calls stands beside numbers as strong as those of hits
WT yeast gro inh: growth inhibition of WT yeast, mitochondrial fusion screen. mitochondrial fusion phenotypic screen, WT strain. inhibition, % at 10 µM. 190,000 tested, 2.1% active. AID 1362; in the data active = inhibition above about 58%; tested in S. cerevisiae
RSV CPE inhibition: RSV antiviral activity via CPE protection, HEp-2 cells, primary 10 µM value included (AID 2391); HEp-2 cells, RSV-induced CPE inhibition; higher % means a stronger effect; 310,000 tested, 0.13% active; one-dose CPE inhibition, % at 10 µM; IC50 in µM for titrated hits; in the data active = a potency from the dose series; inconclusive = CPE inhibition mostly from about 23% at the one dose, without a potency; inactive = the rest, 99 in 100 with CPE inhibition below about 21%; note: strong numbers were not always called active
WT yeast gro inh mutant strain: also measured in WT yeast gro inh; calls as there; inhibition, %; mitochondrial fusion phenotypic screen, mutant strain inhibition
Dengue-2 NS5 capping pilot replicate: further read-out of Dengue-2 NS5 capping, marked with its call; inhibition, %; measured here: pilot screen replicate inhibition
* hit, by the source's call; i = inactive; ? = inconclusive; / = no result given; [ ] = another dose, or the depositor's remark. The order is random. About 2.2% of those tested had a hit in this group.

SMILES	Yfh1-off respiration	CSM14.1 death rescue	UTI89 phage lysis	Dengue-2 NS5 capping	Large T inhibition	West Nile virus CPE	XIAP displacement	WT yeast gro inh	WT yeast gro inh mutant strain	RSV CPE inhibition	others
CN=c1scc(-c2ccc(OC)cc2)n1/N=C(\C)c1cccnc1	i	-0.5%	0.8%	-17.4%	28.7%	-1.7%	-2.1%	52.4	24.3	-0.6%
O=C(O)c1ccc(CSc2nnc(-c3ccco3)o2)cc1	i	-0.3%	0.9%	-7.2%	13.8%	0.3%	49.0%	7.9	5.3	0.5%
CCOc1ccccc1NCc1cc(=O)oc2cc(C)ccc12	/	/	0.0%	-6.3%	5.9%	0.2%	/	/	/	2.9%
COc1cccc(/C=N/NC(=O)CCn2c3ccccc3c3ccccc32)c1	i	-0.5%	0.2%	-5.3%	-2.8%	-0.3%	-7.2%	16.1	7.7	3.3%
CCOC(=O)N1CCN(C(=O)c2cc(COc3cccc(C(F)(F)F)c3)on2)CC1	/	/	-0.3%	-9.0%	-1.4%	-0.7%	/	/	/	5.8%
CC(C)(C)c1ccc(C(=O)c2c[nH]c(C(=O)O)c2)cc1	i	1.0%	-2.6%	0.7%	5.4%	-0.1%	0.5%	-0.6	3.2	-0.3%
c1csc(-c2csc(-c3cccs3)n2)c1	i	0.9%	5.0%	-2.9%	-1.2%	-0.2%	-5.4%	-6.9	4.9	1.9%
COc1ccccc1N1CCN(C(c2cccs2)C(C)NC(=O)c2ccco2)CC1 (stereo unspecified)	i	/	0.3%	-0.8%	6.9%	-0.3%	/	/	/	-1.7%
CNC(=O)CC1C(=O)N(c2ccc(F)cc2)C(=S)N1NC(=O)c1ccc(Cl)cc1 (stereo unspecified)	/	/	3.1%[50 µM]	-0.7%	-0.1%	-0.6%	/	/	/	8.5%
O=C(Cn1c(=O)c(=O)n(Cc2ccccc2)c2ccc(Cl)cc21)NCC1CCCO1 (stereo unspecified)	i	-0.9%	0.0%	1.6%	3.1%	-1.0%	-1.8%	-12.8	-6.1	-0.7%
CCN(CC)CCNC(=O)CCCNC(=O)Cn1cnc2sc(C)c(C)c2c1=O	i	-0.6%	2.4%	2.4%	2.1%	0.7%	-4.4%	2.0	1.6	-1.6%
CC(=O)N1c2ccc(S(=O)(=O)N3CCC(C(=O)NCc4ccccc4)CC3)cc2CC1C (stereo unspecified)	/	/	2.1%	3.6%	1.9%	-0.8%	/	/	/	10.1%
CCc1cc(Br)ccc1N1C(=O)C2CC=CCC2C1=O (stereo unspecified)	i	-1.6%	0.2%	5.6%	4.7%	0.0%	-11.2%	2.3	1.5	-0.2%
COc1ccc(NC(=O)CSc2n[nH]c(N)n2)c([N+](=O)[O-])c1	i	0.0%	4.3%	-5.7%	3.6%	0.1%	-6.1%	15.7	2.1	1.7%
CCOCCOCN(C#N)c1nc(OC)nc(N(C)C)n1	i	-1.8%	-0.2%	1.6%	4.9%	0.6%	-4.1%	8.7	3.0	1.1%
COc1ccc(OCc2cc(C(=O)O)c(C)o2)cc1	i	/	/	/	12.8%	1.4%	/	/	/	-0.1%
Cc1ccc(NC(=O)C2C3C=CC4(CN(Cc5cccnc5)C(=O)C24)O3)cc1F (stereo unspecified)	i	/	4.1%	-2.9%	15.2%	-0.4%	-13.1%	2.1	9.1	1.8%
O=C(NCCO)c1ccc2c(c1)S(=O)(=O)c1ccccc1C2=O	i	-0.4%	0.2%	-2.7%	3.5%	0.1%	-3.0%	15.0	10.7	0.1%
C/C(=N\Nc1ccc([N+](=O)[O-])cc1)c1cc2ccccc2o1	i	0.0%	0.3%	-53.1%	-3.8%	-1.1%	-4.6%	23.4	16.5	?
CC(C)(C)c1ccc(Cn2cnc(-c3ccc([N+](=O)[O-])cc3)c2)cc1	i	2.5%	0.2%	-3.2%	0.5%	-1.7%	-8.3%	19.3	11.3	4.3%
CCOC(=O)N1CCN(C(=O)c2ccc(Cn3c(=S)[nH]c4cc(OCC)c(OCC)cc4c3=O)cc2)CC1	i	-0.4%	0.6%	-3.8%	2.6%	-0.4%	-2.7%	4.8	3.5	-2.4%
CCOc1ccc(-c2cc(C(=O)O)c3ccccc3n2)c(OCC)c1	i	-1.7%	0.5%	-1.4%	10.0%	1.7%	-7.0%	-17.7	-6.8	19.7µM*	Dengue-2 NS5 capping pilot replicate=-5.5
O=C(CSc1nc2c(c(=O)n1-c1ccc(Cl)cc1)SCC2)N1CCCC1	i	1.2%	-0.2%	-1.6%	-2.0%	-0.7%	-5.0%	-2.0	3.7	1.3%
COC(Cc1n[nH]c(=S)n1-c1ccc(Cl)cc1)OC	i	-2.3%	0.0%	3.2%	6.7%	-0.6%	-0.6%	7.0	-9.5	-0.2%
COC(=O)C1=NNC2(c3ccc(C)cc3)C(=O)N(c3ccc(C)cc3)C(=O)C12 (stereo unspecified)	i	-0.2%	0.4%	2.2%	21.9%	0.3%	-8.3%	-12.4	2.9	1.0%
O=C(O)c1ccc2c(c1Nc1ccccc1)C(=O)c1ccccc1C2=O	i	/	-0.4%	>100µM*	-1.1%	0.4%	/	/	/	1.1%
CC1Cc2ccccc2N1C(=O)C1CCCN(S(=O)(=O)c2cccc3nsnc23)C1 (stereo unspecified)	i	-5.5%	6.0%	-3.2%	5.1%	0.0%	-1.6%	16.7	-3.0	7.1%
CCCCn1c(=O)nc2n(-c3ccccc3C)c3ccccc3cc-2c1=O	i	-2.5%	-0.1%	-1.9%	5.9%	-1.1%	-3.3%	-5.4	-18.0	5.4%
O=C(CSc1nc2ccccc2nc1N1CCOCC1)N1CCN(c2ccccc2)CC1	/	/	0.6%	-2.8%	8.1%	-0.1%	/	/	/	5.1%
N#C/C(=C\c1ccc(O)c(O)c1)S(=O)(=O)c1ccccc1	i	/	1.3%	-38.0%	38.2%	0.1%	-0.2%	18.7	13.7	5.1%
CCC(CC)NC(=O)c1oc2ccccc2c1COc1ccccc1	i	-2.2%	2.5%	0.0%	-3.1%	-0.8%	-7.0%	37.7	3.9	-0.5%
CCOC(=O)c1c(N)sn(-c2ccccc2)c1=S	i	/	0.6%	2.8%	11.2%	0.1%	0.7%	-8.2	-30.3	1.4%
CCOc1ccc(NC(=O)CN2C(=O)C3CCCN3C2=O)cc1 (stereo unspecified)	i	/	4.2%	7.3%	0.2%	-0.3%	-10.5%	-4.2	-4.0	0.7%
O=C(O)C(Oc1ccc2c(c1)oc(=O)c1ccccc12)c1ccccc1 (stereo unspecified)	/	/	-3.4%	/	7.2%	0.7%	/	/	/	2.0%
CCOc1cccc2sc(=NC(=O)CCS(=O)(=O)c3ccccc3)n(CC)c12	/	/	-0.8%[50 µM]	0.0%	7.2%	1.2%	/	/	/	-0.1%
O=S1(=O)N=C2CCCN2C(c2ccc(F)cc2)N1 (stereo unspecified)	i	2.6%	0.0%	3.2%	0.2%	-0.1%	-0.3%	-32.8	-3.2	2.1%
COc1ccc(-n2c(C)c(C(C)=O)c(C(C)=O)c2C)cc1OC	i	3.2%	0.3%	-0.6%	0.2%	-0.5%	3.9%	3.2	-2.9	0.2%
Cc1ccsc1S(=O)(=O)N1CCCC(CCC(=O)NCc2ccccc2F)C1 (stereo unspecified)	i	1.8%	-0.2%	-0.8%	1.3%	-0.4%	-2.4%	6.6	0.1	3.0%
C#CC[N+](C)(C)C(C#Cc1ccccc1)CC=C (stereo unspecified)	i	1.7%	-0.1%	-0.7%	7.7%	0.2%	-2.6%	-12.4	-14.6	1.8%
CCOc1ccc(CCNC(=O)CCc2nc3ccccc3[nH]2)cc1OCC	i	-0.3%	-0.1%	-0.3%	12.1%	-0.9%	-6.6%	3.0	2.0	-0.4%
C/C(=N\Nc1nc(-c2ccc(C)cc2C)cs1)c1cc2ccccc2oc1=O	i	-0.9%	-3.9%	-5.9%	6.9%	-0.6%	-8.5%	-9.7	23.6	5.9%
CCOC(=O)C(NC(=O)c1ccccc1)(OCC1(CC)COC1)C(F)(F)F (stereo unspecified)	i	3.0%	-0.2%	-4.8%	6.8%	0.8%	-3.4%	-10.5	1.0	0.5%
COc1ccc2c(c1OC)C(=O)N(c1ccccn1)C2	i	-3.5%	-0.2%	1.1%	4.4%	0.0%	1.5%	7.7	2.9	1.8%
CS(=O)(=O)N(CC(=O)Nc1ccc(F)cc1F)c1cccc([N+](=O)[O-])c1	i	-0.2%	0.1%	4.5%	6.4%	-0.4%	-1.2%	1.5	11.1	1.1%
COc1ccc(CNC(=O)C(NC(C)=O)C(=O)Nc2ccc(OC)cc2)cc1 (stereo unspecified)	/	-1.9%	1.0%	3.4%	3.7%	/	-1.3%	1.9	17.4	0.5%
O=c1[nH]c(Cc2ccccc2)nc2c1oc1ccccc12	i	0.1%	4.2%	-4.1%	14.9%	0.3%	-9.3%	-21.5	7.5	1.3%
Cc1nc(N/N=C/c2ccc(O)cc2)c2cnn(-c3ccccc3)c2n1	i	-2.1%	0.0%	-5.4%	5.3%	0.3%	-5.0%	19.1	2.9	52.9%
COc1ccc(-c2nc3ccccc3o2)cc1OC	/	/	1.4%	0.0%	6.5%	-1.5%	/	/	/	1.6%
CCCc1cc(=O)[nH]c(SCC(=O)N(CC)C2CCS(=O)(=O)C2)n1 (stereo unspecified)	i	2.1%	-0.1%	8.7%	9.5%	0.0%	-4.4%	14.8	-57.8	0.6%
CC1=C(C(=O)Nc2ccccn2)C(c2ccc(Cl)cc2)NC(=S)N1 (stereo unspecified)	i	-0.4%	-2.3%	-2.5%	2.3%	0.0%	-4.5%	-11.1	9.7	-0.7%
Cc1c(NC(=O)C(C)Oc2cccc(Cl)c2)c(=O)n(-c2ccccc2)n1C (stereo unspecified)	/	/	1.3%[50 µM]	0.7%	7.2%	/	/	/	/	0.3%
CCN(CC)S(=O)(=O)c1cccc(-c2n[nH]c(=S)n2CC(C)C)c1	i	-3.1%	0.1%	-10.9%	16.1%	0.1%	-4.7%	-15.5	-6.0	-0.6%

Retrieved one by one from the list above (3):
SMILES	Yfh1-off respiration	CSM14.1 death rescue	UTI89 phage lysis	Dengue-2 NS5 capping	Large T inhibition	West Nile virus CPE	XIAP displacement	WT yeast gro inh	WT yeast gro inh mutant strain	RSV CPE inhibition	others
CCCCn1c(=O)nc2n(-c3ccccc3C)c3ccccc3cc-2c1=O	i	-2.5%	-0.1%	-1.9%	5.9%	-1.1%	-3.3%	-5.4	-18.0	5.4%
COc1cccc(/C=N/NC(=O)CCn2c3ccccc3c3ccccc32)c1	i	-0.5%	0.2%	-5.3%	-2.8%	-0.3%	-7.2%	16.1	7.7	3.3%
O=C(Cn1c(=O)c(=O)n(Cc2ccccc2)c2ccc(Cl)cc21)NCC1CCCO1 (stereo unspecified)	i	-0.9%	0.0%	1.6%	3.1%	-1.0%	-1.8%	-12.8	-6.1	-0.7%
